PLCb3 inh: blocks human PLC-beta3 enzyme activity; Q01970; Purified PLC-beta3, fluorogenic substrate, fluorescence; 370,000 compounds, 0.18% hits; inhibition, % at 12.2 µM; AID 720704; in the data active = inhibition above about 11%;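 also: 0% = median of compound wells on plate and 100% = full blocker control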
hgDAF12 agonist: hgDAF-12 agonism, primary luciferase screen; HEK293 GAL4-hgDAF12 UAS-luciferase reporter, agonist luminescence; normalized to butyrate control; activation, % at 6.8 µM; 370,000 compounds, 1.8% hits; AID 687014;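 active = activation above a cutoff set at the mean of all screened compounds plus 3 SD, cut at about 10% in these data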;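 also: 0% = DMSO wells and 100% = sodium butyrate wells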
ADAM17 inh: inhibits human ADAM17; recombinant ADAM17, EDANS/DABCYL FRET peptide cleavage; inhibition, % at 6.95 µM; 370,000 compounds, 0.83% hits; AID 720648;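 active = inhibition above the mean of compounds lying between control limits plus 3 SD, set per campaign, cut at about 8.5% in these data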;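 also: 0% = DMSO-only wells as the low control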
DAX1 inh-1: inhibitors of human orphan nuclear receptor DAX1 (NR0B1). inhibition, % at 6.75 µM. HEK293 Gal4-DAX1 luciferase reporter, luminescence. 340,000 compounds, 0.99% hits. AID 504766;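 active = inhibition above the mean over all tested compounds plus 3 SD, cut at about 4.2% in these data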;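 also: 0% = DAX1-transfected cells with DMSO and 100% = empty-vector control cells with DMSO; inhibition shows as a rise in luminescence from relieved DAX1 repression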
DAX1 inh-2: blocks DAX1 repression of SF-1 activated StAR promoter; HEK293T StAR-luciferase reporter, SF-1/DAX-1 repression relief; inhibition, % at 6.8 µM; 370,000 compounds, 1.1% hits; AID 652010;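 active = inhibition above the mean over all tested compounds plus 3 SD, cut at about 3.6% in these data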;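 also: 0% = DAX-1 cells with DMSO and 100% = cells lacking DAX-1 with DMSO; higher inhibition means more luminescence from relief of DAX-1 repression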
sPLA2-III inh: Blocks human group III sPLA2 activity; QFRET BODIPY PC-A2 liposome hydrolysis, fluorescence; Q9NZ20; inhibition, % at 12.2 µM; AID 743126; 370,000 compounds, 0.56% hits;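 active = inhibition above mean plus 3 SD of compounds lying within the high and low control bounds, cut at about 19% in these data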;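 also: 0% = median of test compound wells and 100% = no enzyme DMSO wells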
ssDAF12 agonist: S. stercoralis DAF-12 activation, primary screen. activation, % at 6.8 µM. AID 652126. HEK293 ssDAF-12/GRIP1 lit1-tk-luc reporter, luminescence; % of 3 µM dafachronic acid response. 370,000 compounds, 1% hits;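 active = activation above the mean over all tested compounds plus 3 SD, cut at about 0.9% in these data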;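 also: 0% = DMSO-only wells and 100% = 3 µM delta7-dafachronic acid wells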
PLC-gamma1 inh: blocks human PLC-gamma1 enzyme activity; 370,000 compounds, 0.84% hits; inhibition, % at 12.2 µM; purified PLC-gamma1, fluorogenic substrate, fluorescence; in the data active = inhibition above about 9.5%
Target sequence (P19174 whole entry, looked up): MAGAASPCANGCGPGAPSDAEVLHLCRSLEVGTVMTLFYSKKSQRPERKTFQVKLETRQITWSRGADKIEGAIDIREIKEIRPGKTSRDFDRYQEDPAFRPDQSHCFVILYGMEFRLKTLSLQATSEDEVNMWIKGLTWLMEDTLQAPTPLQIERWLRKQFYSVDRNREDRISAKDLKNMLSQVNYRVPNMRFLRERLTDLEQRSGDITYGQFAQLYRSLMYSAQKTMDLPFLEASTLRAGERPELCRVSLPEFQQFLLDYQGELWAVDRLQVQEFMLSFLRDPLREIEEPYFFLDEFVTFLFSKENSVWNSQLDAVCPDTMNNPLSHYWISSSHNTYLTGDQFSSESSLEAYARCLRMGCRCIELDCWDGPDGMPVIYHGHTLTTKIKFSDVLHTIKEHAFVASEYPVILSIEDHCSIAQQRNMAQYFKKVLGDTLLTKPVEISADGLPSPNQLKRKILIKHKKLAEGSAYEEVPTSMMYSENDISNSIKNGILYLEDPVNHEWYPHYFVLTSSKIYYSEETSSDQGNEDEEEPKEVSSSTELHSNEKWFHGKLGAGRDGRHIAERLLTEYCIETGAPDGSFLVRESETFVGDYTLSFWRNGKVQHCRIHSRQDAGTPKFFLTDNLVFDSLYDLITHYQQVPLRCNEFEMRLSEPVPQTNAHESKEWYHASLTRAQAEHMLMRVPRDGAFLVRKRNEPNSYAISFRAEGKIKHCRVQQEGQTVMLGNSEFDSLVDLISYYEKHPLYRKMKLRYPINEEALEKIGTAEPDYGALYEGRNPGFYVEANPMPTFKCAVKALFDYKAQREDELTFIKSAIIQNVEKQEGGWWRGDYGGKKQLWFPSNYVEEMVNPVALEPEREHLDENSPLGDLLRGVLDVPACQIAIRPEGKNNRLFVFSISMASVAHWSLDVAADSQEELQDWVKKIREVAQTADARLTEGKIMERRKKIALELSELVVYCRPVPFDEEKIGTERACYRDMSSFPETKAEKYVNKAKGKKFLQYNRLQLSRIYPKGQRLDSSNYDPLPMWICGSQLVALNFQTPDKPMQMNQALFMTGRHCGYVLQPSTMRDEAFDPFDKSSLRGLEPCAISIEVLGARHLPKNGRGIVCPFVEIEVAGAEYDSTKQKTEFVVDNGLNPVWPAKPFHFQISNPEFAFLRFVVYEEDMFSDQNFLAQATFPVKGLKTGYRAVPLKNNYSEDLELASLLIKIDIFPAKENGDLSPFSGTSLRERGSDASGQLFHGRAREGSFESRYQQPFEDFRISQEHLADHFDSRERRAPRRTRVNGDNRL
GAA850 FXN act: frataxin GAA850 promoter activation. activation, % at 6 µM. 360,000 compounds, 0.56% hits. HEK293 lucGAA850 FXN promoter luciferase reporter, 24 h; percent of 10 µM SAHA response;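 active = activation above the average of all compounds screened plus 3 SD, cutoff fixed separately per campaign, cut at about 7.5% in these data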;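 also: 0% = DMSO wells and 100% = 10 µM SAHA wells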
ADAM10 inh: ADAM10 inhibition, QFRET primary screen; recombinant ADAM10, EDANS/DABCYL FRET peptide cleavage, 3 h; inhibition, % at 7 µM; 370,000 compounds, 0.62% hits; O14672;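 active = inhibition above a per-campaign cutoff equal to the mean of compounds falling between control-based bounds plus 3 SD, cut at about 20% in these data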;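 also: 0% = DMSO wells while the 100% control is not disclosed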
hcDAF-12 act: activates DAF-12 receptor from parasite H. contortus. 370,000 compounds, 1.4% hits. AID 652067. activation, % at 6.8 µM. HEK293 hcDAF-12 lit1-tk-luc reporter, luminescence; 0% DMSO, 100% Δ7-dafachronic acid;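 active = activation above the mean of all tested compounds plus 3 SD, cut at about 5.5% in these data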;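 also: 100% = response to 3 µM Δ7-dafachronic acid high control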
An asterisk follows results filed as active; i = inactive; x = not tested or not shown; & = joins results of further samples. Rows were taken by chance. About 6.9% of those tested had a hit in this group.

Order of results: PLCb3 inh, hgDAF12 agonist, ADAM17 inh, DAX1 inh-1, DAX1 inh-2, sPLA2-III inh, ssDAF12 agonist, PLC-gamma1 inh, GAA850 FXN act, ADAM10 inh, hcDAF-12 act
CC(Oc1ccc(Cl)cc1Cl)C(=O)Nc1ccc(N2CCN(C)CC2)cc1 (centres undefined)
→ 3, -1.9, 1, -0.4, -1.6, -5, -1.3, 3, 2.0, 5, -1.5
CC(C)(C(=O)N1CCC1(C)C(=O)NS(=O)(=O)c1ccc(Cl)s1)c1ccccc1 (centres undefined)
→ -3, 4.7, 0, x, 0.1, -4, -0.9, 6, -1.2, -5, -0.9
COc1ccc(S(=O)(=O)/C(C#N)=C/Nc2cccc(OC)c2)cc1
→ -5, -2.0, -9, -1.0, 0.4, -14, -0.9, 1, 0.5, 6, -2.2
Cn1c(=O)c2c(nc(SCC(=O)N3CCCCCC3)n2C)n(C)c1=O
→ 2, 0.2, 2, -0.2, -0.3, 1, -1.5, 4, 0.7, 1, -0.5
CSc1nc(-c2ccco2)nn1C(=O)CCc1ccccc1
→ -4, 1.2, -6, 0.8, -0.5, 6, -1.2, 2, -0.9, -8, -0.3
O=C(COc1ccc(S(=O)(=O)Nc2ccccc2)cc1)N1CCOCC1
→ 4, -3.0, 2, -0.1, 0.0, 1, -1.3, 4, 1.1, 10, -0.7
O=C(c1ccc(S(=O)(=O)N2CCCCC2)cc1)N(c1ccccn1)C1CCCCC1
→ -4, 0.1, 1, -0.8, -0.2, -1, -1.4, 3, -0.1, 5, 0.0
CCOc1ccc(CN(C)C(=O)CNC(=O)c2cc(OC)c(OC)c(OC)c2)cc1
→ -1, -0.6, 6, -0.7, -0.5, 6, -0.8, 4, 0.4, 5, 0.5
O=C(O)c1cc(Cl)c(Cl)cc1C(=O)Nc1cccnc1
→ 0, 2.7, -4, x, 0.6, 14, -1.5, 1, x, -14, 1.0
CCc1ccc(S(=O)(=O)n2c(C)nc3ccccc32)cc1
→ 1, 2.6, -2, -1.4, 0.1, -3, -0.4, 0, 2.5, -7, -0.8
Nc1cccc2c1C(=O)N(C(=O)/C=C/c1cccc(Br)c1)C2=O
→ -244, -0.3, -21, 0.6, 0.3, -3, -0.8, -195, 3.6, -47, -0.9
O=C(NCc1ccco1)c1cc(-c2cccs2)on1
→ 0, 23*, -1, 3.3, 0.6, -1, -0.8, 4, 26*, -6, 3.4
CO/N=C(/CS(=O)Cc1ccccc1Cl)c1ccc(Cl)cc1Cl (centres undefined)
→ -1, -1.6, -3, -1.4, -0.3, -4, -1.6, 1, -1.7, 8, -2.3
O=C(Nc1ccc(F)cc1)OCc1cn(Cc2ccc(F)c(F)c2)nn1
→ -5, -3.2, 2, x, 0.9, -6, -1.0, 3, x, 6, -1.2
CCCCC1OC23CCCCC2C(C#N)(C(=N)O3)C1(C#N)C#N (centres undefined)
→ -345, -0.7, -397, 0.5, -0.6, -6, -0.6, -295, -0.7, i, 0.7
COc1ccccc1C(=O)NNC(=O)Cc1ccccc1
→ -3, -2.6, -2, 0.4, 0.1, 3, -0.6, 3, 1.0, 6, 0.2
O=C(NCCOc1ccccc1)c1ccccc1
→ 1, 15*, 3, 1.7, 3.1, 6, 0.8, 3, 3.5, -6, 4.8
CN1CCN(c2ccc(CNC(=O)C3(C)Cc4c(-c5ccc(C(N)=O)cc5)ccnc4O3)cc2)CC1 (centres undefined)
→ 2, -1.9, -1, x, -0.4, 4, -0.9, 1, 0.5, -2, -0.9
O=C(c1cccs1)N1CCN(C(=O)C2CCCO2)CC1 (centres undefined)
→ 2, 1.0, -1, 1.0, -0.5, 2, -1.1, 2, 3.8, 2, 0.9
Cc1cc(=O)oc2cc(OC(C)C(=O)NC3CCCC3)ccc12 (centres undefined)
→ -28, -0.6, -43, -0.6, 0.1, 0, -0.7, -13, 0.2, -128, -1.5
Cn1c(=NN=Cc2ccccc2OCCO)sc2ccccc21
→ -19, 9.5, -1, 1.8, 3.5, 3, 1.7*, -1, 4.7, -7, 7.8*
CCC(=O)N(Cc1cc2cc(OC)ccc2[nH]c1=O)c1ccccc1OC
→ -24, -1.5, -68, 0.1, -0.7, -1, -0.7, -20, -0.5, -284, -1.5
COc1cc2ccc(CC(N)=O)cc2cc1OC
→ -1, 1.5, -5, 0.5, -0.3, 16, -1.0, 5, -0.1, -10, -1.8
O=C(Nc1ccc(CN2CCOCC2)cc1)c1cccs1
→ 6, 6.0, -3, 1.0, 0.7, 6, -0.3, 3, 3.9, -1, 2.7
C[C@@H]1CN([C@H](C)CO)C(=O)CCCn2nncc2CO[C@H]1CN(C)S(=O)(=O)c1ccccc1
→ 4, -0.1, -1, 1.1, 0.8, 3, -0.9, -2, 1.9, -6, 1.2
CCCCCn1c(=O)[nH]c2cc(C(=O)NCCCN3CCC(C)CC3)ccc2c1=O
→ -105, 0.0, -16, 0.0, 1.3, -4, -0.9, -71, -0.1, -49, -1.8
O=C(CCCOC(=O)c1ccc(O)cc1)c1ccccc1
→ 0, 2.8, -3, 0.2, 0.1, -23, -0.5, -1, 3.3, 5, 1.8
C[C@H](NC(=O)c1nc[nH]c1C(=O)N1CCc2ccccc2C1)c1ccccc1
→ -2, 0.8, 0, -0.6, -0.3, -9, -1.1, 0, 1.5, 5, -0.7
Cc1nc(SCC(=O)NC2CCS(=O)(=O)C2)c2c(C)c(C)sc2n1 (centres undefined)
→ -10, -0.2, -8, 0.5, 0.1, 9, -1.4, 0, 0.2, -12, -1.4
Cc1nc2ccc(NC(=O)c3cc(S(=O)(=O)N4CCOCC4)ccc3C)cc2s1
→ 1, 0.1, -2, -3.0, -0.6, -7, -1.1, -3, -2.3, 3, -1.0
CCOC(=O)N/N=C(\c1ccccc1)C(O)c1ccccc1 (centres undefined)
→ 0, -0.3, -3, 0.9, 0.4, 5, -1.8, 4, -0.3, 4, -1.9
CCOc1ccc(NS(=O)(=O)c2cc(Cl)ccc2OC)cc1
→ 9, 0.2, 12*, -0.8, -0.7, -45, -0.1, 5, -0.2, 14, -1.3
CN1CCN(C2=Cc3ccccc3Sc3cc(F)c(F)cc32)CC1
→ 2, 0.0, 3, 0.2, -1.4, -1, -1.3, 9, -1.8, 7, -1.7
COc1ccc(C(=O)NC(=S)SCC(=O)O)cc1
→ -12, 0.0, -3, 1.0, -0.2, 4, -0.7, 1, -0.2, 1, 0.3
N=c1n(CCOc2ccccc2)c2ccccc2n1CCN1CCOCC1
→ 1, 3.2, -3, 1.3, -0.3, 1, -0.6, 3, -0.6, 4, 0.1
CC(Sc1nc(-c2ccccc2)cc(C(F)(F)F)n1)C(=O)N1CCCC1 (centres undefined)
→ 4, -1.8, -1, 0.6, 0.2, -6, -1.2, 0, -0.7, -1, -0.2
CCOC(=O)N1CCN(c2c(NCCCN(C)c3ccccc3)c(=O)c2=O)CC1
→ 5, -0.9, 1, 0.6, 0.6, 1, -1.8, 0, -0.4, -14, -0.5
COC(=O)c1ccccc1NC(=O)Cc1ccccc1OC
→ 0, 0.4, 1, 0.6, -0.2, 1, -1.4, 0, -0.4, 4, -1.4
N/C(=N\N=C\c1cccc([N+](=O)[O-])c1)c1nonc1N
→ -1, 6.7, 3, x, 0.8, 4, -0.9, 6, 0.3, 5, 2.2
Cc1ccccc1NC(=S)N(CCN(C)C)C(C)c1cccnc1 (centres undefined)
→ -9, -2.1, -7, 0.4, 0.4, 2, -1.5, 1, -0.7, -6, -1.1

Five compounds from above with just sPLA2-III inh, DAX1 inh-1 and ADAM10 inh:
smiles	sPLA2-III inh	DAX1 inh-1	ADAM10 inh
CCC(=O)N(Cc1cc2cc(OC)ccc2[nH]c1=O)c1ccccc1OC	-1	0.1	-284
COc1cc2ccc(CC(N)=O)cc2cc1OC	16	0.5	-10
O=C(Nc1ccc(CN2CCOCC2)cc1)c1cccs1	6	1.0	-1
C[C@@H]1CN([C@H](C)CO)C(=O)CCCn2nncc2CO[C@H]1CN(C)S(=O)(=O)c1ccccc1	3	1.1	-6
CCCCCn1c(=O)[nH]c2cc(C(=O)NCCCN3CCC(C)CC3)ccc2c1=O	-4	0.0	-49

(more compounds)
Order of results: PLCb3 inh, hgDAF12 agonist, ADAM17 inh, DAX1 inh-1, DAX1 inh-2, sPLA2-III inh, ssDAF12 agonist, PLC-gamma1 inh, GAA850 FXN act, ADAM10 inh, hcDAF-12 act
COc1ccccc1C(=O)C1Nc2ccccc2-c2nnc(SC)nc2O1 (centres undefined)
→ -7, 1.3, -2, 1.5, -0.5, 3, -0.4, -7, 8.8*, -7, 3.7
C[C@H]1CN([C@@H](C)CO)C(=O)c2cccc(NC(=O)c3cnccn3)c2O[C@@H]1CN(C)C(=O)Nc1ccc2c(c1)OCO2
→ 0, 2.4, 2, 1.6, 0.1, 2, -1.2, -2, -1.2, -5, 0.9
NC(=O)c1cccc2cc3ccccc3cc12
→ i, -0.2, -447, 0.5, 0.0, -1, -1.4, i, 0.6, i, -0.9
O=C(NCCCN1CCOCC1)C1CCC(=O)N1CCc1ccccc1 (centres undefined)
→ 5, 2.8, -2, 0.3, 0.3, 1, -1.8, 4, -1.5, 0, -1.2
O=C(NC(=S)Nc1cnc2ccccc2c1)c1ccccc1
→ -10, 21*, -17, 5.9*, 4.2*, 5, 1.9*, -9, 4.8, -52, 7.4*
O=C(NCc1ccccc1Br)c1ccco1
→ 2, 2.3, 2, -0.5, 0.6, -3, -0.8, 5, -0.4, 2, -1.3
COc1ccc(S(=O)(=O)N2CCN(C3CCCCCCC3)CC2)cc1
→ 2&1, 0.0&-0.7, -2&3, 0.9, -0.6&-0.1, 4&0, -1.2&-1.5, 1&6, 0.6&1.7, 3&4, -0.4&-0.1
COc1ccc(C(=O)N2CCN(CCc3ccccn3)CC2)cc1
→ -6, -3.0, 0, -0.5, -0.3, 2, -0.9, 4, 0.7, 3, 1.7

Arranged by number of heavy atoms (highest first): six of the compounds above
Order of results: PLCb3 inh, hgDAF12 agonist, ADAM17 inh, DAX1 inh-1, DAX1 inh-2, sPLA2-III inh, ssDAF12 agonist, PLC-gamma1 inh, GAA850 FXN act, ADAM10 inh, hcDAF-12 act
CCOc1ccc(CN(C)C(=O)CNC(=O)c2cc(OC)c(OC)c(OC)c2)cc1
→ -1, -0.6, 6, -0.7, -0.5, 6, -0.8, 4, 0.4, 5, 0.5
N=c1n(CCOc2ccccc2)c2ccccc2n1CCN1CCOCC1
→ 1, 3.2, -3, 1.3, -0.3, 1, -0.6, 3, -0.6, 4, 0.1
Cc1ccccc1NC(=S)N(CCN(C)C)C(C)c1cccnc1 (centres undefined)
→ -9, -2.1, -7, 0.4, 0.4, 2, -1.5, 1, -0.7, -6, -1.1
Cc1cc(=O)oc2cc(OC(C)C(=O)NC3CCCC3)ccc12 (centres undefined)
→ -28, -0.6, -43, -0.6, 0.1, 0, -0.7, -13, 0.2, -128, -1.5
O=C(NC(=S)Nc1cnc2ccccc2c1)c1ccccc1
→ -10, 21*, -17, 5.9*, 4.2*, 5, 1.9*, -9, 4.8, -52, 7.4*
COc1ccccc1C(=O)NNC(=O)Cc1ccccc1
→ -3, -2.6, -2, 0.4, 0.1, 3, -0.6, 3, 1.0, 6, 0.2

Compound activity (PubChem)
